Screens deposited in PubChem BioAssay by several laboratories.
Mtb BioA inh – BioA (M. tuberculosis) enzyme inhibition | purified M. tuberculosis BioA enzyme, plate reader | inhibition, % at 9.99 µM | 360,000 tested, 0.096% active; in the data active = inhibition above about 40%; inconclusive = no clear call, values can overlap the other calls
FadD28 binding – M. tuberculosis FadD28 bisubstrate binding inhibition | FadD28 bisubstrate probe binding, fluorescence polarization | inhibition, % at 12.5 µM | 360,000 tested, 0.22% active; in the data active = inhibition above about 8.5%, passing the limit was not always enough; inconclusive = no clear call, values can overlap the other calls
PrPC surface inh – inhibitors of human cell surface prion protein PrPC; P04156; TR-FRET read-out; inhibition, % at 13.8 µM; 370,000 tested, 0.43% active; AID 720596; in the data active = inhibition above about 24%; note: 0% = median of the test wells and 100% = reference compound wells
GDH-TPI counter – inhibits GDH-TPI coupling enzymes, artifact for Mtb FBA screen; AID 588335; GDH-TPI coupled enzyme counterscreen, NADH absorbance; inhibition, % at 4.8 µM; 360,000 tested, 1.2% active;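 note: 0% = DMSO wells and 100% = wells lacking the enzyme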
Mtb FBA inh – inhibits M. tuberculosis FBA enzyme; 360,000 tested, 2.3% active; P9WQA3; purified M. tuberculosis FBA, fluorescence read-out; inhibition, % at 1 µM; AID 588726; in the data active = inhibition above about 27%;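 note: 0% = vehicle and 100% = reference inhibitor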
Target sequence (P9WQA3 whole entry, looked up): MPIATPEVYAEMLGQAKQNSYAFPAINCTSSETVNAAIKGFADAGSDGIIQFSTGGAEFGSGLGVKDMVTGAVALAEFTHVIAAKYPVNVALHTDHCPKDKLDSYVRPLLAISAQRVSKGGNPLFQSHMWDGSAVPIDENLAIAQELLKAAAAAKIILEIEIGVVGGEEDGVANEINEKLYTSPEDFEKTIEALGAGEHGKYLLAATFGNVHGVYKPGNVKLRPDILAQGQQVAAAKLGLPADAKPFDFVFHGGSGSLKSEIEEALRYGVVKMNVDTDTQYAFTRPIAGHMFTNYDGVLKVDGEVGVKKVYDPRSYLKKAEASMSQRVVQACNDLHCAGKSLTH
BoNT A protease – blocks Botulinum neurotoxin A light chain protease. inhibition, % at 10 µM. AID 588499. multiplex microsphere protease substrate cleavage, flow cytometry. 360,000 tested, 0.17% active; in the data active = inhibition above about 30%; inconclusive = no clear call, values can overlap the other calls; note: plate controls were buffer without enzyme for full effect and enzyme alone for no effect
CCHF vOTU inh – blocks the CCHF virus ovarian tumor domain protease. 370,000 tested, 0.55% active. inhibition, % at 11.5 µM. CCHFV vOTU protease, Pep-AMC fluorescence. AID 651958; note: 0% = vehicle wells with enzyme and 100% = no enzyme wells
UGM FP inh – Mtb UDP-galactopyranose mutase inhibition; P9WIQ1; purified UGM, fluorescence polarization probe displacement; inhibition, % at 10 µM; 320,000 tested, 0.06% active; in the data active = inhibition above about 10%, passing the limit was not always enough; inconclusive = no clear call, values can overlap the other calls
Target sequence (P9WIQ1 whole entry, looked up): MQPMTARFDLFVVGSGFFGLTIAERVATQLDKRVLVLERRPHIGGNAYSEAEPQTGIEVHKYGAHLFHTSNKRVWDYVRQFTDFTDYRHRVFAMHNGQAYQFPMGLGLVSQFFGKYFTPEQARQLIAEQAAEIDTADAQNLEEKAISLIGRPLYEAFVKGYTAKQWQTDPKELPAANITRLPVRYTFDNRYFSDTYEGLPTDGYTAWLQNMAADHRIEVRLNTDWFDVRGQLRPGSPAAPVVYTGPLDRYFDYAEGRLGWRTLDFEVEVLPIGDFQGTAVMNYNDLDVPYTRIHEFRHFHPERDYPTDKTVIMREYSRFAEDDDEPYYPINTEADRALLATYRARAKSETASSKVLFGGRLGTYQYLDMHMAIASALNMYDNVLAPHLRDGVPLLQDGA
BoNT-F LC inh – BoNT F light chain protease inhibition | Multiplex microsphere protease cleavage assay, flow cytometry | inhibition, % at 10 µM | 360,000 tested, 0.22% active; in the data active = inhibition above about 35%, passing the limit was not always enough; inconclusive = no clear call, values can overlap the other calls; note: plate controls were buffer without enzyme for full effect and enzyme alone for no effect
* hit, by the source's call; ? = inconclusive; · = no result given; & = joins results of further samples. Cut-off read from the data, not from the text of the source, unless noted: active = inhibition above about 30%; inactive = the rest.

1: O=C(NCC1CCCO1)c1ccc2c(c1)N(Cc1ccc(F)cc1)CCS2 (configuration not stated)
2: CN(Cc1ccccc1)S(=O)(=O)c1nnc(NC(=O)c2ccccc2)s1
3: CCOc1ccccc1NC(=O)C1Cc2ccccc2CN1S(C)(=O)=O (configuration not stated)
4: O=C(COC(=O)c1ccccc1Br)NCC1CCCO1 (configuration not stated)
5: CSc1cccc(NC(=O)c2nnn(Cc3ccccc3)c2N)c1
6: Cc1ccc(S(=O)(=O)N2CCCCC2)cc1NC(=O)Nc1ccc(Cl)cc1Cl
7: Cc1onc(-c2ccccc2Cl)c1-c1nc(-c2ccccn2)no1
8: O=[N+]([O-])c1cc(S(=O)(=O)N2CCCCC2)ccc1NCCN1CCOCC1
assay / compound	1	2	3	4	5	6	7	8
Mtb BioA inh	6.4	-6.8	-1.2	0.7	2.2	·	0.4	·
FadD28 binding	2.1	-0.2	-4.8	0.0	-6.0	-3.5	-4.1	0.1
PrPC surface inh	0	6	-3	-5	23	1	11	-2
GDH-TPI counter	10	21	-9	8	-5	-5	5	-5
Mtb FBA inh	119*	3	-1	0	0	0	-4	0
BoNT A protease	-0.4	-1.3	0.1	0.7	-1.8	-0.2	0.5	-0.8
CCHF vOTU inh	-107	13	-22	-6	-1	6	-5	-14
UGM FP inh	-1.5	-1.5	-3.3	-0.9	-0.1	0.3	1.9	0.1
BoNT-F LC inh	-2	6	11	16	-12	-4	-15	1

9: O=C(Nc1cccnc1Cl)c1ccc(Cl)cc1
10: C=CCn1c(/N=C/c2ccc(OC)cc2)nc2ccccc21
11: COc1ccc(-c2nnc3ccc(SCC(=O)N4CCCC4)nn23)cc1
12: CCN(CC(=O)Nc1ccc(NC(C)=O)cc1)C(=O)CCCSc1nc2ccccc2[nH]1
13: C=CCOc1ccc(C2C(C(=O)c3ccco3)=C(O)C(=O)N2Cc2cccnc2)cc1 (configuration not stated)
14: Cc1ccc(OCC(=O)Nc2ccc(F)cc2)cc1C
15: Cc1ccc(OC(C)C(=O)N/N=C/c2ccccn2)cc1 (configuration not stated)
16: Cc1ccc(NC(=O)COC(=O)/C(=C/c2cccs2)c2cccs2)cc1S(=O)(=O)N(C)C
assay / compound	9	10	11	12	13	14	15	16
Mtb BioA inh	0.4	·	-0.5	·	·	-0.6	·	3.7
FadD28 binding	-1.7	-3.6	-0.1	1.6	0.7	1.3	-2.6	0.4
PrPC surface inh	1	·	-1	2	1	5	0	10
GDH-TPI counter	7	-7	7	-7	4	18	10	20
Mtb FBA inh	1	-2	4	11	9	-1	0	0
BoNT A protease	·	0.9	-0.8	-3.8	1.4	?	-0.4	-1.0
CCHF vOTU inh	-12	·	-1	7	2	7	-7	6
UGM FP inh	-1.9	-0.5	-2.1	1.3	1.4	-0.8	-0.9	0.4
BoNT-F LC inh	·	12	-4	-6	1	-14	-5	-3

17: COc1ccc(-n2c(=O)c3ccccc3n(CC(=O)NCc3ccco3)c2=O)cc1
18: CN(Cc1cc(=O)n2ccsc2n1)c1ccccc1
19: Cc1ccc(CN(C(=O)N2CCN(C)CC2)S(=O)(=O)c2ccc(C)cc2)cc1
20: O=C(NCc1ccccc1)c1ccc(=O)[nH]n1
21: COc1ccc2c(CC(=O)OCC(=O)Nc3cccc(C)c3)coc2c1
22: Cc1ccc([C@H]2C(C(=O)O)=CC[C@@H](c3cccs3)N2S(=O)(=O)c2ccc(C)cc2)cc1
23: FC(F)(F)c1cnc(-c2cnc3c(-c4ccc(Cl)cc4)cnn3c2)c(Cl)c1
24: COc1ccc(CC(=O)NCCS(=O)(=O)N2CCN(c3ccccc3)CC2)cc1
assay / compound	17	18	19	20	21	22	23	24
Mtb BioA inh	-0.3	·	-1.5	1.6	-0.8	2.3	-1.7	-1.4
FadD28 binding	-0.7	-4.3	-0.6	-1.3	-3.7	-5.3	0.6	-1.8
PrPC surface inh	2	8	10	-2	3	3	10	5
GDH-TPI counter	8	4	-3	0	8	2	12	-2
Mtb FBA inh	4	-1	1	2	0	7	2	-3
BoNT A protease	0.6	0.6	-0.6	0.5	-0.1	-0.2	6.5	-3.9
CCHF vOTU inh	16	6	-1	6	-4	15	2	-7
UGM FP inh	1.6	0.9	2.4	0.3	·	0.7	-2.5	0.4
BoNT-F LC inh	-6	1	-13	-15	-2	-6	9	1

25: COc1cccc(C(=O)Nc2nc(SCc3ccc(Cl)cc3)n[nH]2)c1
26: O=C(c1ccc(N2C(=O)C3CC=C(Cl)CC3C2=O)cc1)N1CCCCC1 (configuration not stated)
27: CCOc1ccc2oc(C(=O)NCC3CCCO3)c(C)c2c1 (configuration not stated)
28: CC1=NNC(=O)C1C(c1ccc(F)cc1)C(C#N)C#N (configuration not stated)
29: CS(=O)(=O)C1=NSC2=NC(=O)/C(=C\c3cccn3-c3ccccc3Cl)C(=N)N21
30: COc1ccccc1CC(=O)NC12CC3CC(CC(C3)C1)C2
31: Cc1ccc(C(CC(=O)NCc2ccco2)c2ccccc2)c(O)c1 (configuration not stated)
32: O=C(COc1ccc(Cl)cc1)Nc1ccc(CN2CCOCC2)cc1
assay / compound	25	26	27	28	29	30	31	32
Mtb BioA inh	-0.4	0.1	-0.1	·	·	1.1	0.5	0.0
FadD28 binding	-1.0	-0.6	-4.3	-0.4	-16	0.7	-0.7	-2.0
PrPC surface inh	2	0	4	1	-6	8	-2	2
GDH-TPI counter	1	1	-8	8	25	11	8	5
Mtb FBA inh	2	-2	22	0	-1	1	4	1
BoNT A protease	·	0.5	-0.5	-0.6	1.3	-2.0	-0.6	-0.9
CCHF vOTU inh	-4	-11	-18	4	0	-10	-9	0
UGM FP inh	-2.6	-0.1	2.1	-0.9	1.4	0.5	2.9	5.8
BoNT-F LC inh	·	-2	-3	12	3	-10	-8	4

33: COc1ccc(OCCOCCN2CCN(C)CC2)cc1
34: CCSc1ncc(Cl)c(C(=O)Nc2ccccc2Cl)n1
35: Cn1c(SCC(=O)NCc2ccco2)nnc1-c1ccccc1
36: CC(OC(=O)c1ccccc1N1C(=O)C2C3CCC(C3)C2C1=O)C(=O)c1ccccc1 (configuration not stated)
37: O=C(C1CCC(CNc2nc(=S)[nH]c3ccccc23)CC1)N1CCN(c2ccc(F)cc2)CC1 (configuration not stated)
38: CCCCn1c(O)c(/C=C2\C=Nc3ccccc32)c(=O)[nH]c1=O
39: Cc1cc(C)c(S(=O)(=O)c2ccccc2)c(OC(=O)c2c(Cl)cc(Cl)cc2Cl)n1
40: O=C1CCCC2=C1C(c1cccs1)n1nc(SCc3ccccc3)nc1N2 (configuration not stated)
assay / compound	33	34	35	36	37	38	39	40
Mtb BioA inh	-3.0	-1.5	0.3	0.2	·	-4.9	-0.7	2.8
FadD28 binding	-2.8	0.6	-2.2	0.4	-1.6	3.0	0.6	-1.9
PrPC surface inh	-1	-3	-4	7	0	13	-3	51*
GDH-TPI counter	-20	11	1	10	1	3	12	20
Mtb FBA inh	-3	0	0	1	2	-1	2	16
BoNT A protease	0.4	-2.6	-0.4	-0.9	0.3	-3.2	·	-0.8
CCHF vOTU inh	-14	1	-1	3	-15	5	14	20
UGM FP inh	-0.3	-1.4	3.5	1.4	·	2.9	-0.7	0.9
BoNT-F LC inh	-19	-16	-6	-3	3	7	·	-7

41: O=C(COC(=O)c1cncc(Br)c1)NCC1CCCO1 (configuration not stated)
42: CSc1ncccc1C(=O)N1CCCC(CCC(=O)NCc2ccccc2F)C1 (configuration not stated)
43: CCCCCn1c(NCc2ccco2)nc2ccccc21
44: C[C@H](CO)N1C[C@H](C)[C@@H](CN(C)Cc2ccncc2)Oc2ccc(NC(=O)Cn3cnnn3)cc2C1=O
45: CCOc1ccc(NC(=O)COc2ccc(C(=O)NC3CCCc4ccccc43)cc2OC)cc1 (configuration not stated)
46: CC1CCCCN1Cc1nc2ccccc2c(=O)[nH]1 (configuration not stated)
47: Cc1cc(=O)[nH]c(SCc2ccc(Cl)cc2Cl)n1
48: O=C(Cn1ccc([N+](=O)[O-])n1)N1CCCCC1
assay / compound	41	42	43	44	45	46	47	48
Mtb BioA inh	0.5	·	1.3	-0.5&-0.5	·	-0.2	-0.1	·
FadD28 binding	0.4	-3.6	-0.4	-0.5	-1.4	0.3	-2.4	-3.7
PrPC surface inh	3	4	-4	-1	-5	-5	5	-2
GDH-TPI counter	-7	3	11	13	4	6	-6	-3
Mtb FBA inh	-2	-1	1	6	4	2	1	5
BoNT A protease	2.1	-0.2	-1.2	0.0	4.6	-0.3	-0.4	-1.1
CCHF vOTU inh	-3	-2	7	-12	-18	1	-13	-11
UGM FP inh	3.4	-3.5	1.6	-0.5	0.6	0.4	0.0	0.0
BoNT-F LC inh	18	-3	-9	5	7	-19	-2	-2

49: O=C(CN1C(=O)S/C(=C/c2cccnc2)C1=O)N1CCOCC1
50: C(/C=C/c1ccco1)=N/N1CCN(c2ccccc2)CC1
51: COc1ccc(C2N(C(=O)N3CCOCC3)CCN2S(=O)(=O)c2ccc(C)cc2)cc1 (configuration not stated)
52: c1ccc2[nH]c(CCN3CCCCC3)nc2c1
53: Cc1nnc(NC(=O)CC(NC(=O)C(F)(F)F)c2ccccc2)s1 (configuration not stated)
54: Cc1n[nH]c(=S)n1/N=C/c1ccc(-c2ccccc2[N+](=O)[O-])o1
55: Cc1ccc(C)c(NC(=O)C2C(c3ccccc3)C2(Cl)Cl)c1 (configuration not stated)
56: Cc1ccc(Nc2ncccc2C(=O)O)cc1C
assay / compound	49	50	51	52	53	54	55	56
Mtb BioA inh	·	-1.6	-0.1	0.2	·	-0.1	-0.5	-0.5
FadD28 binding	-0.5	-4.3	-0.5	0.0	0.9	-0.9	0.3	-1.6
PrPC surface inh	-13	-2	-5	-6	3	-14	13	6
GDH-TPI counter	29	47*	-8	4	8	22	12	8
Mtb FBA inh	14	-3	2	2	4	0	1	-3
BoNT A protease	-1.3	0.1	0.0	-0.3	-0.4	-0.6	0.2	0.1
CCHF vOTU inh	11	12	-6	-2	20	11	14	-4
UGM FP inh	-1.8	-0.5	-10	·	-3.5	-0.5	-0.5	-5.4
BoNT-F LC inh	-9	-2	-1	-7	2	-9	1	9

57: C[C@H](CO)N1C[C@H](C)[C@@H](CN(C)C(=O)Oc2ccccc2)OCc2cn(nn2)CCCC1=O
58: Cc1cc(C(=O)Nc2c(C)nn(Cc3c(Cl)cccc3Cl)c2C)no1
59: O=C(NCc1ccccc1)C1c2ccccc2OCC(=O)N1C1CC1 (configuration not stated)
60: O=C(Nc1c(C(=O)Nc2ccccc2)cnn1-c1ccccc1)c1ccco1
61: CC(=O)Nc1ccc(S(=O)(=O)N2C3CCCC2CC(NC(=O)C2CCCCC2)C3)cc1 (configuration not stated)
assay / compound	57	58	59	60	61
Mtb BioA inh	-1.5&3.1	·	·	-1.3	-0.9
FadD28 binding	-1.3	2.1	·	-4.5	-1.7
PrPC surface inh	0	1	6	1	2
GDH-TPI counter	1	0	·	4	-2
Mtb FBA inh	4	0	·	0	-3
BoNT A protease	-0.4	?	0.0	-0.4	0.3
CCHF vOTU inh	-3	0	10	-11	-2
UGM FP inh	·	0.1	·	-1.2	-0.3
BoNT-F LC inh	-8	4	-4	1	0

Structural class, the compounds so far with a CF3 group (two)
23: FC(F)(F)c1cnc(-c2cnc3c(-c4ccc(Cl)cc4)cnn3c2)c(Cl)c1
53: Cc1nnc(NC(=O)CC(NC(=O)C(F)(F)F)c2ccccc2)s1 (configuration not stated)
assay / compound	23	53
Mtb BioA inh	-1.7	·
FadD28 binding	0.6	0.9
PrPC surface inh	10	3
GDH-TPI counter	12	8
Mtb FBA inh	2	4
BoNT A protease	6.5	-0.4
CCHF vOTU inh	2	20
UGM FP inh	-2.5	-3.5
BoNT-F LC inh	9	2

Whole records as entered above. Order of values: Mtb BioA inh	FadD28 binding	PrPC surface inh	GDH-TPI counter	Mtb FBA inh	BoNT A protease	CCHF vOTU inh	UGM FP inh	BoNT-F LC inh
Entry for O=C(Nc1c(C(=O)Nc2ccccc2)cnn1-c1ccccc1)c1ccco1 → -1.3	-4.5	1	4	0	-0.4	-11	-1.2	1
Entry for C[C@H](CO)N1C[C@H](C)[C@@H](CN(C)C(=O)Oc2ccccc2)OCc2cn(nn2)CCCC1=O → -1.5&3.1	-1.3	0	1	4	-0.4	-3	·	-8
Entry for O=C(NCc1ccccc1)C1c2ccccc2OCC(=O)N1C1CC1 (configuration not stated) → ·	·	6	·	·	0.0	10	·	-4
